Screening data as filed in PubChem.
PI4K2A block = inhibitors of human PI4K2A; Q9BTU6; purified PI4K2A, ADP-Glo luminescence, 1 h; hits give low values; activity change, negative = inhibition, % at 76.9 µM; 420,000 tested, 0.13% active; AID 1346378; in the data active means activity change below about -50%; inconclusive means mostly about -30% to -49%;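 further: -100% = wells without enzyme as full effect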
Target sequence (Q9BTU6 whole entry, looked up): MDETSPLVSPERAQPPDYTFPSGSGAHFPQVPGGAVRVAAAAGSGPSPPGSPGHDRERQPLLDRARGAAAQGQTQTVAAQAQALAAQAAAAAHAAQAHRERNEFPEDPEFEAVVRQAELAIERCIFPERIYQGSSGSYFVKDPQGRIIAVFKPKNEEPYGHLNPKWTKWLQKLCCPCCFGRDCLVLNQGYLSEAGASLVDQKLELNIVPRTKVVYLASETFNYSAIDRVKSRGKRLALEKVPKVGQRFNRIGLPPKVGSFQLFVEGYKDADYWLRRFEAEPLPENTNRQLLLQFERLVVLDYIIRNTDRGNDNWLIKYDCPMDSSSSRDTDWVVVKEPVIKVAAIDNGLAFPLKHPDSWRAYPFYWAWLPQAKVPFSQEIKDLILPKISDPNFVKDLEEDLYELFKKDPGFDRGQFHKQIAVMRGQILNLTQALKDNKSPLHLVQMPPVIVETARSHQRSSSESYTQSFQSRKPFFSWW
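ADP-Glo luminescence measured ADP generated by PI4K2A enzyme (4 ug/mL before mixing) with 1.2 mM PI substrate (pre-mix) and 300 microM ATP (pre-mix). Tris pH7.5 buffer with MgCl2, Triton X-100; 1 h reaction at ambient temperature.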
GLS inh = blocks human kidney-isoform glutaminase activity | O94925 | GLS enzymatic activity, qHTS titration | Potency, µM (highest dose often 45.5 µM), inactives show top-dose activity change, negative = inhibition, actives largely listed as inhibitors | 410,000 tested, 0.21% active | AID 624170; further: potency means the concentration at half of the fitted maximal effect; on the % scale 0 is the no-effect control and ±100 the full control effect
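Assay buffer: 45 mM KH2PO4 pH 8.2, 0.02% Tween-20. hKGA acts on L-glutamine (1 mM solution added); product glutamate is reported by an oxidase/peroxidase Amplex Red coupling, with fluorescence taken at baseline and 30 min.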
PGK inhibitor = inhibitors of T. brucei phosphoglycerate kinase. P07378. Potency, µM (highest dose often 57.5 µM), for the others: top-dose activity change, negative = inhibition, actives largely listed as inhibitors. PGK/GAPDH coupled, Kinase-Glo luminescence, 60 min. 380,000 tested, 0.043% active; further: potency means the concentration at half of the fitted maximal effect; on the % scale 0 is the no-effect control and ±100 the full control effect; nearly all actives have a fitted effect of over 60% in size
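Recombinant glycosomal PGK reaction used 1,3-bisphosphoglycerate generated in-well by GAPDH (100nM final) in 100mM TEA pH 7.6, 5mM MgCl2, 0.01% Tween-20. After 60 minutes at room temperature, ATP was read by Kinase-Glo Plus luminescence end-point.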
TrxR1 substrate = rat thioredoxin reductase 1 substrate activity | O89049 | purified TrxR1 substrate turnover, NADPH consumption readout | Potency, µM (top dose mostly 114 µM), for the others: at the top dose activity change, negative = substrate turnover | 390,000 tested, 0.01% active; further: potency means the concentration at half of the fitted maximal effect; on the % scale 0 is the no-effect control and ±100 the full control effect; nearly all actives have a fitted effect of over 50% in size
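Rat TrxR1, dispensed at 90 nM, was prereduced with 400 uM NADPH (final) for 5 min at ~22 deg C, then incubated with compound 15 min before 400 uM selenite. A first-read NADPH fluorescence drop versus no-compound background flagged substrates.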
USP1-UAF1 inh = blocks the human USP1/UAF1 deubiquitinase complex | O94782 | recombinant USP1/UAF1, Ub-Rhodamine cleavage fluorescence | Potency, µM (highest dose often 57.1 µM), without a hit: at the highest dose activity change, negative = inhibition, most hits filed as inhibitors | 390,000 tested, 0.23% active; further: potency means the concentration at half of the fitted maximal effect; on the % scale 0 is the no-effect control and ±100 the full control effect; nearly all actives have a fitted effect of over 60% in size; inactives centre near -12
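High-throughput fluorogenic screen: 1nM USP1/UAF1 complex, Ub-Rho substrate 150nM final, 50mM HEPES pH 7.8 with 0.5mM EDTA, 0.1 mg/ml BSA, 1mM TCEP and 0.01% Tween-20.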
mIDH1 inhibitor = human IDH1 R132H inhibition; O75874; Potency, µM (series often up to 76.6 µM), inactives show at the top dose activity change, negative = inhibition, hits mostly inhibitors; IDH1-R132H enzyme, NADPH consumption, diaphorase/resazurin fluorescence; AID 602179; 390,000 tested, 0.093% active; further: potency means the concentration at half of the fitted maximal effect; on the % scale 0 is the no-effect control and ±100 the full control effect; nearly all actives have a fitted effect of over 65% in size
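IDH1-R132H (0.5 ug/mL dispensed) in pH 7.5 Tris buffer was preincubated 30 min with compound, then given a substrate mix of 0.016 mM NADPH and 2 mM alpha-KG for 80 min at room temperature; remaining NADPH was read by diaphorase/resazurin fluorescence.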
Pin1 inhibitor = blocks the human prolyl isomerase Pin1 | Q13526 | Pin1 FP peptide displacement, HiFluor488, 10 min | Potency, µM (doses to about 115 µM), for the others: top-dose activity, negative = inhibition, most hits filed as inhibitors | 390,000 tested, 0.009% active; active means well fitted inhibition curve with a large enough effect in the polarisation, with a control signal flat, not every such curve was filed as active; inconclusive means small, poorly fitted or top-dose-only effect, or effect the other way, or a change in a side signal; inactive means no such curve, though single readings can be large or run the other way; the % refers to the polarisation; further: potency means the concentration at half of the fitted maximal effect; on the % scale 0 is the no-effect control and ±100 the full control effect
Target sequence (Q13526 whole entry, looked up): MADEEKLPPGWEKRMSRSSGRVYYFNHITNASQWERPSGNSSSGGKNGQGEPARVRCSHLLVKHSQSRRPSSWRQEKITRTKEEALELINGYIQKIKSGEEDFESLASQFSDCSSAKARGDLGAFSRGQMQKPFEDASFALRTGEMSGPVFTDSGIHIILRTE
TrxR1 inh = rat TrxR1 inhibition. O89049. recombinant rTrxR1, NADPH fluorescence consumption, selenite substrate. Potency, µM (highest dose often 114 µM), without a hit: at the top dose activity change, negative = inhibition, most hits filed as inhibitors. 390,000 tested, 1% active. AID 588453; further: potency means the concentration at half of the fitted maximal effect; on the % scale 0 is the no-effect control and ±100 the full control effect; nearly all actives have a fitted effect of over 65% in size
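Rat TrxR1 (90 nM in the dispensed reagent) was pre-reduced with 400 uM NADPH for 5 min at room temperature, then incubated with compound for 15 min. After 400 uM selenite was added, NADPH fluorescence (Ex 340/Em 450 nm) was followed for 8 min.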
HP1b chromo inh = blocks HP1-beta chromodomain binding to methylated histone tails. P83916. AlphaScreen HP1-beta / biotin-H3K9me3 peptide binding. Potency, µM (highest dose often 114 µM), inactives show top-dose activity change, negative = inhibition, usual class: inhibitors. 390,000 tested, 0.56% active; further: potency means the concentration at half of the fitted maximal effect; nearly all actives have a fitted effect of over 70% in size; inactives centre near 23
Target sequence (P83916 whole entry, looked up): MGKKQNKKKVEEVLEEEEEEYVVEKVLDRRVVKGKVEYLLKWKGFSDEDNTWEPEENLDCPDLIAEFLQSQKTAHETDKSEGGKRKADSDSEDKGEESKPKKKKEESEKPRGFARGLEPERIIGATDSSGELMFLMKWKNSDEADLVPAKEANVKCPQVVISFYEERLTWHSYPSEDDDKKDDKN
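HP1-beta protein (50 nM final) preincubated 30 min at room temperature with biotinylated H3(1-18)K9me3 peptide (50 nM) in PBS pH 7.4, 0.01% Tween-20, then compound added for 30 min. AlphaScreen streptavidin donor/nickel chelate acceptor beads (10 ug/mL final), 30 min dark, luminescence read.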
Active calls of the source: *; i = inactive; ? = inconclusive; nt = no result given; & = joins results of further samples; ! = a repeat was not active; [ ] = remark or other dose. Unless noted, the call rests on the fitted dose curve; in most records, active means well fitted curve in the direction sought with a large enough effect; inconclusive means small, poorly fitted or top-dose-only effect, or another doubt; inactive means no such curve, though single readings can be large; an effect the other way counts as inactive or inconclusive.

Below each compound: TrxR1 inh, TrxR1 substrate, PGK inhibitor, USP1-UAF1 inh, mIDH1 inhibitor, PI4K2A block, HP1b chromo inh, GLS inh, Pin1 inhibitor
1. COc1cc(NC(=O)CC2C(=O)N(c3ccccc3)C(=O)N2Cc2ccc(F)cc2)cc(OC)c1 (configuration not stated)
    14%[57.1 µM], 0%[57.1 µM], -4%, -8%, -4%, 0, 29%, -2%, 13%
2. Cn1c(COc2ccc(Cl)cc2)nnc1SCC(=O)NC1CCCCC1
    14%, 4%, -6%, -9%, 3%, 0, 7%, -4%, -1%
3. COc1ccc(CCNC(=O)CCCN2C(=O)c3ccccc3C2=O)cc1
    14%[57.1 µM], 5%[57.1 µM], -5%, -12%, 10%, -3, 12%, 2%, 1%
4. CCOc1ccc(NC(=O)c2cccc(OC(=S)N3CCOCC3)c2)cc1
    18%[57.1 µM], -21%[57.1 µM], -1%, -6%, 9%, -21, 41%[activator], -3%, -3%
5. C=CCNC(=O)NC(=O)COC(=O)/C(C#N)=C/c1cc(C)n(CCC(C)C)c1C
    3%, 19%, -5%, -20%, 4%, 9, 18%, 0%, 19%
6. CCOC(=O)C1CCN(Cc2cc(C(C)C)c(O)c(C(C)C)c2)CC1
    20%[57.1 µM], 5%[57.1 µM], 0%, -11%, 1%, 6, 20%, ?, -10%
7. Cc1ccc(-c2nc3ncccc3n2O)cc1
    4%, -13%, 0%, -6%, 0%, 0, 43%[activator], 26%, -2%
8. Cc1oc(-c2ccccc2)nc1CS(=O)CC(=O)NC1CCCC1 (configuration not stated)
    ?, 3%[57.1 µM], -15%, -22%, 5%, 1, 24%, -1%, -6%
9. O=C(COc1cccc(C(F)(F)F)c1)Nc1ccc(S(=O)(=O)N2CCCC2)cc1
    16%, -10%, -3%, -8%, 5%, 2, 17%, 2%, 17%
10. COc1cc(C(=O)NCCc2ccc3c(c2)OCCO3)ccc1OCC(=O)N1CCOCC1
    0%, -4%, -3%, -16%, 0%, 2, 12%, 1%, 7%
11. Cc1nc(SCC(=O)Nc2cc(S(=O)(=O)N3CCOCC3)ccc2Cl)nc(C)c1C
    29%, 7%, -5%, -3%, 2%, 0, 40%, 0%, -3%
12. CN(C)c1ccc(C(CNS(=O)(=O)c2ccc(F)cc2)c2c[nH]c3ccccc23)cc1 (configuration not stated)
    7%, 3%, 1%, -10%, 2%, 3, ?, 23%, 1%
13. Cc1cccc(OCC2=NS(=O)(=O)c3ccccc3N2)c1
    0%, -6%, -4%, -8%, 5%, -5, -1%, 10%, 9%
14. COc1ccc(-c2nc(NC(C)=O)sc2-c2ccccc2)cc1
    8%[57.1 µM], 9%[57.1 µM], -6%, ?, -10%, -4, 10%, 0%, -21%
15. O=C(CCSc1ccccc1)NC1CCCC1
    21%[57.1 µM], 4%[57.1 µM], i, 2%, -4%, 1, -5%, 5%, -1%
16. N[C@@H](Cc1cc(I)c(Oc2ccc(O)c(I)c2)c(I)c1)C(=O)O
    ?, 5%&-5%, ?, ?, ?, -3&-5, -21%&39%, 16µM*!, ?
17. O=C(c1ccco1)N1CCN(C(=O)c2cnn3c(C(F)(F)F)cc(-c4cccs4)nc23)CC1
    -12%, 27%, nt, -15%, 0%, 9, 31%[activator], 20%, -2%
18. Cc1cc(C)n(/N=C/c2ccc(O)cc2)c(=O)c1C#N
    16%[57.1 µM], -2%[57.1 µM], 0%, -3%, 2%, 2, 13%, -4%, 2%
19. COC(=O)c1c(NC(=O)CSc2ncnc3ccccc23)sc(C)c1C
    5%, -9%, -2%, 0%, -7%, -8, -17%, -8%, 11%
20. O=C(NCC1CCCO1)C(c1cccs1)N(Cc1cccs1)C(=O)Cn1nnc(-c2cccs2)n1 (configuration not stated)
    -7%, -3%, 7%, -19%, 1%, -3, 22%, 3%, 2%
21. S=c1[nH]nc(-c2ccccc2Cl)n1/N=C/C=C/c1ccco1
    -70%, 2%[11.4 µM], -3%, -20%, -1%, -6, -25%, -15%, ?
22. O=C(CSc1nnc2c(Cl)cc(C(F)(F)F)cn12)NCc1ccc(F)cc1
    -7%, 0%, i, -10%, 6%, 5, 45%[activator], -8%, 0%
23. Cc1oc2c(C)c3oc(=O)c(CCC(=O)NCCCN4CCCC4=O)c(C)c3cc2c1C
    -10%, 5%, -4%, 15%, -7%, 1, 17%, 0%, 5%
24. COc1cccc(NC(=S)N(CCN(C)C)C(C)c2cccnc2)c1 (configuration not stated)
    8%[57.1 µM], -3%, 0%, 2%, 17%, -3, 12%, ?, -13%
25. O=C(CSc1n[nH]c(=O)n1C1CC1)c1c[nH]c2ccccc12
    2%, -4%, -8%, -24%, 5%, 3, 43%[activator], -12%, 1%
26. CN1CCc2c(sc(NC(=O)c3ccc(S(=O)(=O)N4CCOCC4)cc3)c2C(N)=O)C1
    0%[57.1 µM], 4%[57.1 µM], -6%, ?, -1%, -17, 20%, 3%, ?
27. CN(C1CCCCC1)S(=O)(=O)c1ccc(NC(=O)C2CCCCC2C(=O)O)cc1 (configuration not stated)
    2%[57.1 µM], -1%[57.1 µM], i, -16%, -1%, -6, 24%, 3%, 1%
28. CCN(CC(=O)Nc1ccc(NC(C)=O)cc1)C(=O)C12CC3CC(CC(Cl)(C3)C1)C2
    16%, 3%, i, -24%, 0%, -4, 30%, -15%, -8%
29. O=C(CCCN1C(=O)C(c2ccccc2)Oc2cccnc21)Nc1ccccc1Cl (configuration not stated)
    11%, -4%, -4%, -15%, -6%, -3, 43%[activator], -8%, 8%
30. CC(Sc1nc2c(c(=O)[nH]1)CCCC2)C(=O)Nc1ccccc1C#N (configuration not stated)
    13%, 4%, 0%, -4%, 13%, 2, 25%, 5%, -6%

(further entries)
Below each compound: TrxR1 inh, TrxR1 substrate, PGK inhibitor, USP1-UAF1 inh, mIDH1 inhibitor, PI4K2A block, HP1b chromo inh, GLS inh, Pin1 inhibitor
31. Cc1csc(SCC(=O)c2c(N)n(CC(C)C)c(=O)n(C)c2=O)n1
    11%[57.1 µM], 7%[57.1 µM], i, -16%, 3%, -10, 24%, -1%, -1%
32. C=CCN1C(=O)C(=O)N(CC(=O)c2ccc3c(c2)CCCC3)C1=O
    15%, -2%, -7%, -9%, 8%, 2, 35%, -2%, -8%
33. CCOc1ccc(-c2cc3c(=O)n(Cc4nc(-c5cccc(OC)c5OC)oc4C)ccn3n2)cc1Cl
    0%, -4%, -3%, -12%, -10%, -8, 17%, -4%, -1%
34. CNc1nc(C)c(C(=O)OCc2ccccc2)s1
    -4%, -8%, 16%, -13%, 3%, 2, 9%, 7%, 4%
35. CCC(=O)Nc1ccc(C(=O)NNC(=O)Cc2ccccc2)cc1
    8%, 4%, -4%, -5%, 9%, -2, 29%, 8%, -4%
36. O=C1NC(=O)/C(=C\c2ccc(Cl)cc2Cl)N1
    -1%, -6%, 9%, -8%, 1%, 6, 15%, -1%, 5%
37. CCOC(=O)CN1CC23C=CC(O2)C(C(=O)Nc2ccc4c(c2)OCO4)C3C1=O (configuration not stated)
    5%[57.1 µM], 7%[57.1 µM], 4%, -7%, 4%, -4, 31%, -1%, -6%
38. COC1(OC)C(=N/O)/C(=N\O)CCC1O (configuration not stated)
    25%, 10%, nt, -10%, 3%, 0, 6%, 33%, -13%
39. O=S(=O)(N/N=C\C=C\c1ccccc1)c1ccccc1
    1%, -8%, nt, -1%, -2%, 1, 8%, 18%, -7%
40. O=C(CCOc1cccc(Br)c1)Nc1ccc(F)c(S(=O)(=O)N2CCOCC2)c1
    -20%, -5%, -2%, -13%, 6%, 1, 21%, -3%, 7%
41. O=C(NN=C1CCCCC1)NC1CCCCC1
    -9%, -3%, -12%, -4%, 5%, -4, 16%, 11%, 7%
42. Cc1ccc(NC(=O)/C(=C\c2cccc([N+](=O)[O-])c2)NC(=O)c2cccs2)cc1
    0%[57.1 µM], 2%[57.1 µM], 0%, 4%, 2%, 2, 33%, 2%, 6%

3 entries from above, as labelled records.
(34) CNc1nc(C)c(C(=O)OCc2ccccc2)s1
- TrxR1 inh: -4%
- TrxR1 substrate: -8%
- PGK inhibitor: 16%
- USP1-UAF1 inh: -13%
- mIDH1 inhibitor: 3%
- PI4K2A block: 2
- HP1b chromo inh: 9%
- GLS inh: 7%
- Pin1 inhibitor: 4%

(31) Cc1csc(SCC(=O)c2c(N)n(CC(C)C)c(=O)n(C)c2=O)n1
- TrxR1 inh: 11%[57.1 µM]
- TrxR1 substrate: 7%[57.1 µM]
- PGK inhibitor: i
- USP1-UAF1 inh: -16%
- mIDH1 inhibitor: 3%
- PI4K2A block: -10
- HP1b chromo inh: 24%
- GLS inh: -1%
- Pin1 inhibitor: -1%

(38) COC1(OC)C(=N/O)/C(=N\O)CCC1O (configuration not stated)
- TrxR1 inh: 25%
- TrxR1 substrate: 10%
- PGK inhibitor: nt
- USP1-UAF1 inh: -10%
- mIDH1 inhibitor: 3%
- PI4K2A block: 0
- HP1b chromo inh: 6%
- GLS inh: 33%
- Pin1 inhibitor: -13%

This is a subset; the hit share may differ from the screen's.
